EBV LMP1 NFkB: Epstein-Barr LMP1 NF-kappaB reporter inhibition; LMP1-induced NF-kappaB luciferase reporter cells, luminescence; inhibition, % at 12.5 µM; 350,000 tested, 0.69% active; in the data active = inhibition above about 41%;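 also: 0% = neutral control wells and 100% = reference inhibitor control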
NOD2-RIPK2 inh: inhibitors of human NOD2-RIPK2 interaction | O43353 | CHO BLA complementation NOD2-RIPK2, CCF4 ratio | inhibition, % at 4.98 µM | 360,000 tested, 0.38% active; in the data active = inhibition above about 21%;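 also: 0% = vehicle only and 100% = reference blocker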
Target sequence (O43353 whole entry, looked up): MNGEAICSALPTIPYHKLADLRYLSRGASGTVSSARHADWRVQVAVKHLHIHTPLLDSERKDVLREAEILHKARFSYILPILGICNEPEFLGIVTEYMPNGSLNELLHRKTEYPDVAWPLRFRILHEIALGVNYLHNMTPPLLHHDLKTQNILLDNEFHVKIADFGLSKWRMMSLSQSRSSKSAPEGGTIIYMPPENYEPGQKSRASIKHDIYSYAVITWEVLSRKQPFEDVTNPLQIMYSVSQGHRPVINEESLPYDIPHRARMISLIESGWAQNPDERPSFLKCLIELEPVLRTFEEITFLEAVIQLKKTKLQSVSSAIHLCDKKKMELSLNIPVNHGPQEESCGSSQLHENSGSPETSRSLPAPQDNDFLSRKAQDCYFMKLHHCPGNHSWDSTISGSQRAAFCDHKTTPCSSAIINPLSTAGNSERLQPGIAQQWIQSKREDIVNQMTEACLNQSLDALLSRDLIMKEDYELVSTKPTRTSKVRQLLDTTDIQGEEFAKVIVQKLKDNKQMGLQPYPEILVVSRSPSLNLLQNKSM
TROY signal inh: TROY signaling inhibition. Q293 LMP1-TROYcd NF-kB luciferase reporter, 4 h. inhibition, % at 10 µM. 360,000 tested, 0.98% active. AID 1347056;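 active = compounds whose plate-normalised and pattern-corrected inhibition of the luciferase reporter signal at the single screening dose is 50% or more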
TRAIL sens C8: caspase-8 TRAIL sensitization. NB7+C8 cells + TRAIL, ATPlite viability luminescence. inhibition (viability loss, TRAIL sensitization), % at 10 µM. 360,000 tested, 1% active;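 active = compounds causing at least 50% loss of cell viability in the single-dose screen, relative to plate controls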
SRC1 inh: inhibitors of human steroid receptor coactivator 1 (SRC1); HEK293 GAL4-SRC1 luciferase reporter, luminescence; inhibition, % at 3.6 µM; 360,000 tested, 0.12% active; AID 588354;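 active = inhibition above the campaign mean plus 3 SD, with each screening campaign given its own cutoff, cut at about 60% in these data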;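 also: 0% = DMSO treated cells and 100% = gossypol at 36 µM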
NR5A2 inv ag: inverse agonists of human LRH-1 (NR5A2); O00482; HEK293T StAR-luciferase reporter, LRH-1 transfected, 24 h; inhibition, % at 3.6 µM; 360,000 tested, 0.13% active; AID 602396;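 active = inhibition above the mean inhibition of all tested compounds plus 3 SD, cut at about 73% in these data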;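 also: 0% = DMSO wells and 100% = reporter-only cells lacking LRH-1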
TWEAK-Fn14 inh: inhibitors of TWEAK-Fn14 interaction signaling | TWEAK-stimulated Fn14 reporter cells, luciferase luminescence, 8 h | inhibition, % at 10 µM | 360,000 tested, 2% active | AID 1159606; in the data active = inhibition above about 50%
TLR9-MyD88 block: blocks human TLR9 binding to MyD88; Q9NR96+Q99836; CHO BLA complementation TLR9-MyD88, CCF4 FRET ratio; inhibition, % at 4.98 µM; 340,000 tested, 0.21% active; AID 504734;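 active = inhibition above the mean over all tested compounds plus 3 SD, cut at about 21% in these data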;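 also: 0% = DMSO only wells and 100% = clavulanate BLA inhibitor control wells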
NR2F2 inh: NR2F2 (human) inhibition, primary screen; P24468; HEK293T NGFI-A luciferase reporter, luminescence; inhibition, % at 8.6 µM; 370,000 tested, 0.7% active;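 active = inhibition above a per-plate cutoff, mean inhibition of test wells between control levels plus 3 SD, cut at about 38% in these data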;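 also: cells cotransfected with COUP-TFII expression vector driving the NGFI-A reporter; 0% = median of COUP-TF2 test wells and 100% = reporter-only cells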
Target sequence (P24468 whole entry, looked up): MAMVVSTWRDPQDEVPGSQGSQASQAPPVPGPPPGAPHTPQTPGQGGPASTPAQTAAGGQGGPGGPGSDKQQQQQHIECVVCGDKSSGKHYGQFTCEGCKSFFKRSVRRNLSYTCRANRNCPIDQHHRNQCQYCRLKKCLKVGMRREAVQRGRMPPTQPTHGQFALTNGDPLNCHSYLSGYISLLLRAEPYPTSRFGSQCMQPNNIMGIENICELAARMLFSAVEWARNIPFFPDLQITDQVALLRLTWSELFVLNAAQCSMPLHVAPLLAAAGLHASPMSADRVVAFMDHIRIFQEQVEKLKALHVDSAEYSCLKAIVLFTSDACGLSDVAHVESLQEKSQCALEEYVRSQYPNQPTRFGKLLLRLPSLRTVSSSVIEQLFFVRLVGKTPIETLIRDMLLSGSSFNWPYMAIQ
NCOA3 inh: human NCOA3 inhibition | Q9Y6Q9 | HEK293 GAL4-SRC3 luciferase reporter, luminescence | inhibition, % at 3.6 µM | 360,000 tested, 0.17% active | AID 588352;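 active = inhibition above a per-campaign cutoff, the mean of all compounds plus 3 SD, cut at about 60% in these data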;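 also: 0% = DMSO-treated cells and 100% = gossypol-treated cells at 36 µM; higher means less SRC3-driven luciferase light from the GAL4 reporter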
SRC2 inh: human SRC2 (NCOA2) inhibition; Q15596; inhibition, % at 9 µM; HEK293 GAL4-SRC2 luciferase reporter, luminescence; 370,000 tested, 0.17% active; AID 651957;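 active = inhibition above the mean inhibition of all tested compounds plus 3 SD, set per campaign, cut at about 52% in these data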;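 also: 0% = DMSO treated cells and 100% = cells given Gossypol at 36 µM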
* hit, by the source's call; · = no result given; & = joins results of further samples.

compound	EBV LMP1 NFkB	NOD2-RIPK2 inh	TROY signal inh	TRAIL sens C8	SRC1 inh	NR5A2 inv ag	TWEAK-Fn14 inh	TLR9-MyD88 block	NR2F2 inh	NCOA3 inh	SRC2 inh
COCC(=O)Nc1ncc(S(=O)(=O)c2ccc([N+](=O)[O-])cc2)s1	-1	5	7	1	-15	-2	13	-2	0	-5	4
Cc1cccc(NS(=O)(=O)c2ccc3[nH]c(=O)oc3c2)c1C	5	-4	8	-11	-3	10	19	-13	-4	11	-1
Cc1c(CC(=O)O)c(=O)oc2cc3c(cc12)CCC(C)(C)O3	-1	-5	-2	-5	1	6	-2	-7	-4	4	-10
CCN1CCN(c2cc(C)c3cc(NC(=O)c4cccc(OC)c4)ccc3n2)CC1	-8	2	-19	22	-10	-48	-18	4	-36	-12	-22
O=C(CCCc1nc(-c2ccccc2)no1)NC1CCCCC1	8	-11	-13	-2	-4	-9	6	-5	-11	-3	4
Cc1ccn2c(C(=O)N/N=C\c3ccccc3[N+](=O)[O-])c(C)nc2c1	5	-9	-13	-13	1	-3	26	-5	10	-7	13
COC(=O)C1(C(=O)OC)c2ccccc2N(S(=O)(=O)c2ccc(C)cc2)C1CC(=O)c1ccccc1 (stereo unspecified)	·	-8	·	10	·	2	·	·	8	·	-7
CCN(Cc1ccc(OC)c(F)c1)C(C)C(=O)Nc1ccc(S(=O)(=O)N2CCCC2)cc1 (stereo unspecified)	4	7	-19	3	13	23	-35	-3	1	18	-22
CCOc1ccc(N2C(=O)Nc3ccccc3C2(O)C(=O)NCc2ccc(C)cc2)cc1 (stereo unspecified)	-1	-10	-5	-11	-7	-6	0	4	5	-6	-21
Cc1ccc(NC(=O)Cn2cccc2)cc1	1	-10	15	-7	-7	35	1	-6	4	1	5

3 of the entries above in order of the SRC2 inh value, rising:
compound	EBV LMP1 NFkB	NOD2-RIPK2 inh	SRC1 inh	NR5A2 inv ag	TWEAK-Fn14 inh	TLR9-MyD88 block	NR2F2 inh	NCOA3 inh	SRC2 inh
CCOc1ccc(N2C(=O)Nc3ccccc3C2(O)C(=O)NCc2ccc(C)cc2)cc1 (stereo unspecified)	-1	-10	-7	-6	0	4	5	-6	-21
O=C(CCCc1nc(-c2ccccc2)no1)NC1CCCCC1	8	-11	-4	-9	6	-5	-11	-3	4
Cc1ccn2c(C(=O)N/N=C\c3ccccc3[N+](=O)[O-])c(C)nc2c1	5	-9	1	-3	26	-5	10	-7	13

(more compounds)
compound	EBV LMP1 NFkB	NOD2-RIPK2 inh	TROY signal inh	TRAIL sens C8	SRC1 inh	NR5A2 inv ag	TWEAK-Fn14 inh	TLR9-MyD88 block	NR2F2 inh	NCOA3 inh	SRC2 inh
COc1ccc(NC(=O)Nc2cccc3c2O[C@H](CN(C)S(=O)(=O)c2ccc(OC)cc2)[C@@H](C)CN([C@H](C)CO)C3=O)cc1	4	0	-5	-2	15	-10	9	-7	-9	20	2
CCOc1ccc(Cl)cc1C(c1c(C)[nH][nH]c1=O)c1c(C)[nH][nH]c1=O	-26	11	11	-3	-4	20	4	1	4	-5	-14
CC(C)c1ccc(C2NC(C(=O)O)CS2)cc1 (stereo unspecified)	-8	-4	8	-12	3	-15	4	1	1	-6	4
COc1ccc(OCC(=O)NS(=O)(=O)c2ccc(Cl)cc2)cc1	-6	-1	-8	-2	-22	7	12	0	-1	15	-10
COc1ccccc1NC(=O)C/C(C)=N/NC(=O)COc1c(Br)cc(Br)cc1OC	0	-3	9	-7	4	11	2	-10	-2	7	9
Cc1ccc(-c2cc(-c3ccccc3Cl)[nH]n2)c(O)c1	-39	0	-68	20	-111	-116	-41	2	-44	-94	-37
COc1ccc(NC(=O)c2cc(-c3cc(Cl)ccc3OC)n[nH]2)c(C)c1	·	-3	-13	26	-20	-4	-30	·	-5	0	13
CCCN1C2CCCC1CC(NC(=O)NC1CCCCC1)C2 (stereo unspecified)	-12	-8	-23	-17	-24	-15	-19	-16	-22	-9	-24
COc1cc2c(=O)c(-c3ccc(O)cc3)coc2cc1OC1OC(CO)C(O)C(O)C1O (stereo unspecified)	6	2	-2	10	-14	-5	4	-6	-25	-11	-5
Cc1ccc(/C=C/C(=O)N2CCN(S(=O)(=O)/C=C/c3ccccc3)CC2)o1	-2	11	-17	-12	8	-2	-4	6	3	7	7
CCc1ccc2c(c1)NC(=O)C2(C)Cc1ccccc1 (stereo unspecified)	·	-7	6	-20	16	-8	12	·	10	6	-5
CCOC(=O)c1nn(-c2ccc(OCC)cc2)c2nc(CC(C)C)c(C#N)c(=O)n12	-2	-3	-3	-20	-15	5	1	-11	-17	1	-4
N=C(N=C(N)N)N1CCc2ccccc21	4	1	-23	-7	-15	10	-1	0	-18	2	-7
O=c1c2cc(Br)ccc2nc(-c2ccccc2)n1O	-14	2	-28	-5	7	-9	14	-1	0	-25	7
O=C(Cn1c2c(sc1=O)C1c3ccccc3OCC1CS2)Nc1ccc(Cl)cc1 (stereo unspecified)	18	-7	-10	-3	-8	4	6	-7	-7	1	1
CC(C)(C)C(=O)Nc1c2c(nn1-c1ccccc1)CSC2	-7	-8	-10	4	-17	17	8	5	18	-15	1
CC1CCN(S(=O)(=O)c2ccc(NC(=O)CSc3nnnn3C)cc2)CC1	-5	8	4	-1	9	23	-1	-4	-1	12	-1
Cc1ncoc1C(=O)Nc1ccccc1C(N)=O	11	-6	-12	4	-4	19	-36	-7	-4	20	5
N#CCCN(C(=O)Nc1ccccc1)C1CCCCC1	2	4	7	-11	-13	4	23	-8	15	-6	-41
CSc1ccc(CNC(C)(C)CO)cc1	-4	-11	-3	18	-6	-1	8	8	1	2	2
CC(C)N(C(=O)CN1C(=O)NC2(CCCCCC2)C1=O)C(C)C	-4	-6	-5	-3	12	-1	-19	1	-8	19	-15
Cc1ccccc1CNCc1cccnc1	-2	-3	12	-20	-22	1	1	-9	-5	8	5
O=C(NC1CCC(O)CC1)c1ccccc1OCc1ccc(F)cc1 (stereo unspecified)	-3	3	25	7	1	22	-25	-4	-2	10	-11
COc1cc(OC)nc(Nc2nc(C(N)Cc3ccccc3)cs2)n1 (stereo unspecified)	·	-14	-3	20	-3	2	-5	·	-11	-3	2
CCOc1ccc(NS(=O)(=O)c2ccc(C(=O)N3CC(C)OC(C)C3)cc2)cc1 (stereo unspecified)	16	-1	2	2	-10	-9	14	-4	1	-3	1
C[C@]12CCC[C@H](O1)[C@H]([C@@H](O)c1ccccc1)O2	-11	-3	10	-2	13	2	12	1	·	-13	·
COc1ccccc1NC(=O)C1CCCN(C(=O)NCc2ccccc2)C1 (stereo unspecified)	8	5	1	9	-18	11	5	10	-6	-8	-11
CCN(C(=O)C(C)Sc1ccc(S(=O)(=O)N2CCOCC2)cn1)c1ccccc1 (stereo unspecified)	0	7	14	5	-2	1	3	4	2	11	5
CC1CCN(CCCNC(=O)C2CCC(CNS(=O)(=O)c3cccc4nsnc34)CC2)CC1 (stereo unspecified)	-6	-8	-16	3	13	-11	13	2	-4	1	7
Cc1ccc(-c2ccc(C(=O)Nc3cccc(F)c3)o2)c2ccccc12	-5	2	-72	-9	-2	-16	3	10	12	-20	9
Nc1nc(NCc2ccco2)nc(N2CCN(Cc3ccccc3)CC2)c1[N+](=O)[O-]	10	-2	7	-3	-16	-12	-37	9	-6	11	-10
Cc1cc(Br)cn2c(Cc3ccsc3)c(-c3ccco3)nc12	·	-7	-5	-10	7	-14	51*	·	-9	1	-38
CCOC(=O)c1cnc2ccc(OCC)cc2c1NCc1cccnc1	2	8	-31	14	-10	-9	-8	-4	-12	-3	-26
O=S(=O)(c1ccccc1Br)N1CCN(c2ncccn2)CC1	1	9	1	-19	-45	0	20	-6	7	-14	12
O=C(CSc1nnc(-c2ccccc2O)n1Cc1ccccc1)NNC(=O)c1ccccc1O	6	-3	6	-7	8	-10	15	-22	6	23	-7
C=CCSc1nsc(NC(=O)Nc2cccc(C(C)=O)c2)n1	4	0	56*	26	31	-41	91*	-6	38*	33	49
Cc1ccc2[nH]c(=O)c3cc(C(=O)N(C)c4ccccc4C)sc3c2c1	6	8	-13	19	8	15	-5	1	13	-7	14
Cc1cn(C2OC(COC(=O)c3ccccc3)C(OC(=O)c3ccccc3)C2OC(=O)c2ccccc2)c(=O)[nH]c1=O (stereo unspecified)	-16	-12	-9	-12	-24	-25	18	-13	12	-4	3
CCCCn1nc(NS(=O)(=O)c2cccc3nonc23)c2cc3cccc(C)c3nc21	-2	-15	-12	25	-10	-1	-4	13	8	-8	-13
CC(=O)c1ccc(NC(=S)Nc2ccc3[nH]c(=O)[nH]c3c2)cc1	-1	0	-3	-6	-21	0	-1	6	-11	11	15
Cc1ccc(-c2cc(C(=O)O)c3sc(N4CCCCC4)nc3n2)cc1	-5	-8	-8	0	-12	-32	-6	-3	-4	5	-14
Cc1cc(=O)n2[nH]c(NCc3ccccc3F)nc2n1	-8	3	8	-9	-20	0	-2	4	2	-2	-10
CCOC(=O)C1CCN(C(=O)CCS(=O)(=O)Cc2ccccc2)CC1	1	-5	6	-13	1	1	3	-2	-10	-7	7
Cc1ccc(CNC(=O)c2ccc(Cn3cc(-c4ccc(C)cc4)nc3-c3ccncc3)cc2)cc1	-5	-2	-52	4	-92	-90	-13	4	4	-83	-49
CCCCC1(C)NC(=O)N(CC(=O)N2CCc3ccccc32)C1=O (stereo unspecified)	-12	-9	-20	6	3	-2	-9	-8	-4	5	23
Cc1nn(-c2ccccc2Cl)c(Cl)c1/C=C(\C#N)C(N)=O	-9	8	3	-17	-4	4	7	-9	-5	10	5
CCOC(=O)c1c(NC(=O)C(=O)N/N=C/c2ccccc2OC)sc2c1CCCCC2	3	-9	2	-7	11	-24	17	-15	22	2	-6
O=C(NC1CCCCCC1)c1cccnc1Sc1ccc(Cl)cc1	-12	-2	-19	5	14	-4	-12	-6	-11	16	-39
COc1ccccc1CNC(=O)c1[nH]c(C)c(C(C)=O)c1C	3	0	-25	5	9	-13	5	1	16	7	-20
COCc1nnc(NC(=O)c2ccccc2Oc2ccccc2)s1	4	-8	2	13	7	2	-4	-4	3	15	-2

Later entries
compound	EBV LMP1 NFkB	NOD2-RIPK2 inh	TROY signal inh	TRAIL sens C8	SRC1 inh	NR5A2 inv ag	TWEAK-Fn14 inh	TLR9-MyD88 block	NR2F2 inh	NCOA3 inh	SRC2 inh
COCCNC(=O)CCC1CCN(Cc2ccc(-c3ccccc3)cc2)CC1	1	-6	-2	2	-7	18	-3	-15	-3	7	16
O=C1NN(c2ccccc2)C(=O)C1=Cc1ccccc1O	-10	-2	-5	-7	4	-9	4	-4	-5	-47	-11
Cc1cc(Br)c(NC(=O)COC(=O)CSc2nnc(-c3ccc(Cl)cc3)o2)c(Br)c1	-1	3	-1	-3	-17	-17	-31	0	-23	0	-23
O=C(COC(=O)c1ccc([N+](=O)[O-])cc1)Nc1cccnc1Cl	-2	-10	-9	-11	-2	-3	22	0	-4	7	-6
CC1=C(C(=O)OCc2ccccc2)C(c2cccnc2)c2c(n(C)c(=O)n(C)c2=O)N1 (stereo unspecified)	-6&-4	-13&-6	-7&2	-17&-2	13&-17	-1&-2	25&7	-7&-20	-7	-6&9	5
COc1ccc(OC)c(C(c2nnnn2CC2CCCO2)N2CCN(C)CC2)c1 (stereo unspecified)	-1	-4	2	3	1	-13	9	-5	-4	-9	6
Cc1ccc(NC(=O)C(=O)NCCCN2CCOCC2)c(C)c1	-1	-2	-8	1	-2	10	-18	5	-3	6	-20

High-throughput results from PubChem BioAssay.

An excerpt; rates above refer to the full screens.
